High-throughput results: PubChem BioAssay, National Center for Advancing Translational Sciences (NCATS)
KDM5B inhibitor = blocks human KDM5B histone demethylase activity; 220,000 compounds, 2.6% hits; Potency, µM (titrated, usually from 57.7 µM), for the others: top-dose activity change, negative = inhibition, usual class: inhibitors; KDM5B demethylase, FDH-coupled NADH fluorescence (FDH is formaldehyde dehydrogenase); active = well fitted inhibition curve with a large enough effect; inconclusive = small, poorly fitted or top-dose-only effect; inactive = no such curve, though single readings can be large or run the other way; note: 0% is about no effect; nearly all actives have a fitted effect of over 70% in size
Target sequence (Q9UGL1 whole entry, looked up): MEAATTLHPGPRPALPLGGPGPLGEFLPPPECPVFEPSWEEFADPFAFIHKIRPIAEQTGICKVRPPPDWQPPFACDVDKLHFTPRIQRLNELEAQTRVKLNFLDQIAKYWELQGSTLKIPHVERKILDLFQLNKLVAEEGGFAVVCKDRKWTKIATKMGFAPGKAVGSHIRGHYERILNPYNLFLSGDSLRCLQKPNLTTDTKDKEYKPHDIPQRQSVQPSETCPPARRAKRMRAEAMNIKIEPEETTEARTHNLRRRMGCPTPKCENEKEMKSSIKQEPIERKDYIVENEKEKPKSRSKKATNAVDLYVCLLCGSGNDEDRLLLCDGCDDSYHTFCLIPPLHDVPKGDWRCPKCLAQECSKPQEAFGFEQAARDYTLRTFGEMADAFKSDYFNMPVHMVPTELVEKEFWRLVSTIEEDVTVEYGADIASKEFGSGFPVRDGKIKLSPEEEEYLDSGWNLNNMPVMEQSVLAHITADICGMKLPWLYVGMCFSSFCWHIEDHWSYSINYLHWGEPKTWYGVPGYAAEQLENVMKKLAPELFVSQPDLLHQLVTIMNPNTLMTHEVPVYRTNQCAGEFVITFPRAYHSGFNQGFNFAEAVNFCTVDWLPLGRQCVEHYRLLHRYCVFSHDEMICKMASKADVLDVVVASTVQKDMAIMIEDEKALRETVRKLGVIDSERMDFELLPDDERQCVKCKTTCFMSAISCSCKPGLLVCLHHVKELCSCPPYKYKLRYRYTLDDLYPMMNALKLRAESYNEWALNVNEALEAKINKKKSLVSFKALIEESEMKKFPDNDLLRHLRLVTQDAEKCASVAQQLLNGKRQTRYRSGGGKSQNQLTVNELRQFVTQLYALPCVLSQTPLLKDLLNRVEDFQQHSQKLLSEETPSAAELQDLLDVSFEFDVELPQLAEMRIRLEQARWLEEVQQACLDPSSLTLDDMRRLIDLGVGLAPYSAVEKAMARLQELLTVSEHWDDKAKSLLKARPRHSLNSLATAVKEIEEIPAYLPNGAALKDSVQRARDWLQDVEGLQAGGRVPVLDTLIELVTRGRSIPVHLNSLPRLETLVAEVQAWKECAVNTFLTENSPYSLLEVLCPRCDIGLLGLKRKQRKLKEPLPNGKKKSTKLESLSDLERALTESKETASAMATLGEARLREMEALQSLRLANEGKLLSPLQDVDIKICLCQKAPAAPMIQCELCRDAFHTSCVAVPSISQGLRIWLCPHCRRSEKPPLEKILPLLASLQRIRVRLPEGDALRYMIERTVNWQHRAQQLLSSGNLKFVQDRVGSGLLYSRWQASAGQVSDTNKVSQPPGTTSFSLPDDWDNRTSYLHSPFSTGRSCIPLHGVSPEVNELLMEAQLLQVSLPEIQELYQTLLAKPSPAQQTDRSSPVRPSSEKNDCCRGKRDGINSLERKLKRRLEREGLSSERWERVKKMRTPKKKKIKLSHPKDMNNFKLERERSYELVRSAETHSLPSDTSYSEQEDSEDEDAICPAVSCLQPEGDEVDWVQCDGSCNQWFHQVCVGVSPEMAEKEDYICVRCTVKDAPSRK
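qHTS format, multiple compound concentrations. Buffer 50 mM HEPES pH 7.5/0.01% Tween-20; 200 nM KDM5BΔAP final; 10 min compound preincubation; substrate-mix levels 12.5 µM peptide, 25 µM α-KG, 0.25 mM NAD⁺; 30 min RT; ΔRFU.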
An asterisk follows results filed as active; i = inactive; ? = inconclusive; & = joins results of further samples; [ ] = dose if it differs, or a comment. Potency is the fitted concentration of half-maximal effect.

SMILES	KDM5B inhibitor
COc1ccc2c(c1)CCc1c(C(=O)Nc3c(C)nn(Cc4ccc(Cl)c(Cl)c4)c3C)noc1-2	10.1%
COc1ccc(/C=N/O)c(OC)c1	18.8%
CCCCc1ccc(-n2nc3cc(C)c(NC(=O)c4ccc(C#N)cc4F)cc3n2)cc1	12.0%
CCCCCCCOc1ccc(/C=C/C(=O)O)cc1OC	?
Cc1cccc(C)c1NC(=O)Cn1c(=O)n(CCCS(=O)(=O)C2CCCCC2)c(=O)c2ccccc21	-13.8%
COc1ccc(OCc2nc(-c3cc(C)nc4ccccc34)no2)cc1	-1.9%
COCCNC(=O)C[C@@H]1O[C@H](CNC(=O)Nc2ccccc2)[C@@H](O)[C@H]1O	-32.7%[86.2 µM]
COc1ccc(CNC(=O)C2CCN(c3nc4ccc(C)cc4[nH]3)CC2)cc1	12.6%
COc1ccc(N2CCN(c3nc(C(=O)NCc4ccccc4C)cs3)CC2)cc1	-15.0%
CCc1ccccc1N1C(=O)CN(S(=O)(=O)CC)CC1(C)C(=O)NC1CCCCC1 (stereo not given)	-18.3%

In a second layout: 4 of the compounds above.
KDM5B inhibitor	structure
12.0%	CCCCc1ccc(-n2nc3cc(C)c(NC(=O)c4ccc(C#N)cc4F)cc3n2)cc1
?	CCCCCCCOc1ccc(/C=C/C(=O)O)cc1OC
-13.8%	Cc1cccc(C)c1NC(=O)Cn1c(=O)n(CCCS(=O)(=O)C2CCCCC2)c(=O)c2ccccc21
-1.9%	COc1ccc(OCc2nc(-c3cc(C)nc4ccccc34)no2)cc1

(more compounds)
SMILES	KDM5B inhibitor
N#Cc1ccc(CN2CCC3(CC2)Cc2ccccc2CNC3=O)cc1	2.1%[149 µM]
CC1CCc2c(C(=O)NC3CCCc4ccccc43)csc2C1 (stereo not given)	1.8%
O=C(OCC(=O)c1ccc[nH]1)c1cccc(NS(=O)(=O)c2ccccc2)c1	1.4%
COCCN1C(=O)c2ccccc2C(C(=O)Nc2ccc(C(C)=O)cc2)C12CCCC2 (stereo not given)	2.3%
CC(C)c1nnc(CN2CCOc3c(O)cc(-c4cccc(Cl)c4)cc3C2)o1	-14.7%
CCNc1nc(NCC)nc(OCC(=O)O)n1	5.3%
Cc1nn(-c2ccccc2)c(C)c1CN1CCC2(CC1)Cc1ccccc1CNC2=O	10.5%[115 µM]
CCN(CC)C(=O)[C@@H]1C[C@H](NC(=O)COC)CN1Cc1ccsc1	?
O=C(CC(c1ccccc1)c1ccccc1Cl)N(Cc1cccnc1)C1CC1 (stereo not given)	-6.8%
COc1cc(OC)c(NC(=O)c2c(C)oc3nc(C)nc(N4CCOCC4)c23)cc1Cl	19.8%
Cc1ccc(C(=O)N2CCCCCNC(=O)CC2c2ccccc2)s1 (stereo not given)	36.9%
COc1ccc2nc(C(=O)Nc3ccccc3OC)ccc2c1	-24.1%
COc1ccc(CN(C)C(=O)c2ccc(Oc3ccccc3)cc2)cc1F	0.1%
O=C(CCCOC(=O)c1c(Cl)ccc(Cl)c1Cl)c1ccc(F)cc1	-8.4%
Cc1ncc2c(c1CNC(=O)CCn1c(=O)[nH]c3ccccc31)CCNC2	-13.3%
Cc1ccccc1NC(=O)Nc1csc2c1CCCC2	-8.8%
Cc1nc2cc(NC(=O)c3cc(S(=O)(=O)Nc4ccc(C)c(Cl)c4)ccc3Cl)ccc2o1	4.2%
COc1ccc(CN2CC(OCc3cccnc3)CN(C(=O)c3csc(C)n3)CC2=O)cc1 (stereo not given)	?
Cc1cc2nc3n(c(=O)c2n1CC(=O)Nc1ccc(Cl)cc1)CCCCC3	16.5%
Cc1ccsc1C(=O)N1CCC(N2C(=O)C(OCC3CC3)C23CCCCC3)CC1 (stereo not given)	10.4%
O=C(Nc1ccc(Cl)cc1)c1cc2n(n1)CC(c1ccc3c(c1)OCO3)OC2 (stereo not given)	28.2µM*
O=C(Cc1ccsc1)N1CCC2(CC1)CC(N(Cc1ccccc1)C1CC1)CCO2 (stereo not given)	3.9%
CCCCN1CCN(c2nc3c(c(=O)[nH]c(=O)n3C)n2Cc2cc(C)ccc2C)CC1	25.1%
COc1cc(NC(=O)Cn2nc(Cc3cccnc3)c3ccccc3c2=O)cc(OC)c1OC	-16.3%
Cc1cnc(CC2CCCN(S(=O)(=O)c3ccc4c(c3)OCCO4)C2)n1C(C)C (stereo not given)	-7.9%
CCN(CC)c1cc2c(cc1F)c(=O)c(S(=O)(=O)c1ccccc1)cn2C	?
Cc1nnc2n1CCC(NC(=O)NCCc1ccccc1)CC2 (stereo not given)	-4.2%
COc1ccc(C(C)NC(=O)CC(C)(C)C)cc1OC (stereo not given)	24.1%
Cc1nc2nc(CC(=O)Nc3ccccc3)nn2c(C)c1Cc1ccc(Cl)cc1	-0.9%
O=C(Nc1ccc(C(F)(F)F)cc1)c1cc(N2C(=O)CCS2(=O)=O)ccc1Cl	9.2%
O=C(/C=C/c1c[nH]c2ccccc12)C(F)(F)F	?
COc1ccc(C(=O)Nc2oc3ccccc3c(=O)c2-c2ccc(Cl)cc2)cc1OC	5.7%
COc1cccc(CN2CCc3c(cc(C(=O)NCCN4CCCCC4)n3C)C2)c1	22.4µM*
O=c1c(Oc2ccccc2)coc2cc(O)ccc12	280.2%[activator]
CC(C)N[C@@H]1CC[C@@H]1NC(=O)c1cc2c(C(F)(F)F)nn(C)c2s1	-4.8%
CCN(CC)C(=O)N1CCC(n2c(C)cnc2C2CCOCC2)CC1	4.1%
COCC1CN(S(=O)(=O)c2cccc(C#N)c2)CC12CCNCC2 (stereo not given)	9.5%
NCCO[C@H]1C[C@@H](O)C12CCN(C(=O)c1ccc(=O)[nH]c1)CC2	23.2%
NS(=O)(=O)c1ccc(N/N=C/c2cccc(Br)c2)c([N+](=O)[O-])c1	3.6%
CCS(=O)(=O)N[C@@H]1CN(Cc2ccccc2)C[C@H]1CN(C)C	-5.2%

2 compounds drawn at random from those above:
SMILES	KDM5B inhibitor
COc1ccc(C(=O)Nc2oc3ccccc3c(=O)c2-c2ccc(Cl)cc2)cc1OC	5.7%
CCN(CC)C(=O)N1CCC(n2c(C)cnc2C2CCOCC2)CC1	4.1%

A few values from the results shown:
In KDM5B inhibitor, CC(C)c1nnc(CN2CCOc3c(O)cc(-c4cccc(Cl)c4)cc3C2)o1 reads -14.7%
In KDM5B inhibitor, Cc1cccc(C)c1NC(=O)Cn1c(=O)n(CCCS(=O)(=O)C2CCCCC2)c(=O)c2ccccc21 reads -13.8%
In KDM5B inhibitor, COCC1CN(S(=O)(=O)c2cccc(C#N)c2)CC12CCNCC2 (stereo not given) reads 9.5%

The list goes on.
SMILES	KDM5B inhibitor
COC(=O)N1CCC2(CC1)C(=O)NCN2Cc1ccc(Cl)cc1	-10.1%
CC(C)Nc1ccc(-n2nc3ccccc3[n+]2[O-])cc1	0.9%
COc1ccc(CC(=O)N2CCC(n3c(=O)[nH]c4ccccc43)CC2)cc1	6.8%
CC(CNC(=O)c1cc2ccccc2oc1=O)(c1ccccc1)c1ccccc1	-0.5%
CN(Cc1ccccc1)C(=O)CNC(=O)Nc1ccccc1	13.6%
CCCn1c(C)cnc1CC1CCN(C(=O)NCCc2ccccc2)CC1	21.9%
CCc1ccc(-n2c(=O)c3sc4ccccc4c3n(CC(=O)NCc3ccccc3)c2=O)cc1	-44.0%
CCc1nc2c(c(-c3ccc(OC)cc3)n1)CCN(Cc1cc(C)on1)CC2	-28.6%[115 µM]
COc1ccc(Cl)cc1C(=O)NC1CCN(c2cc(-c3ccc(F)cc3)[nH]n2)C1 (stereo not given)	?
Cc1cccc(C)c1OCC(=O)Nc1ncn[nH]1	11.6%
COc1ccc(NC(=O)CS(=O)(=O)c2cn(CC(=O)N3CCOCC3)c3ccccc23)cc1OC	-1.2%
COc1ccc(C(=O)N2CCCCCCNC(=O)[C@@H]3CCCC[C@@H]32)c(OC)n1	-14.6%
CC(C)NC(=O)Nc1ccc([C@H]2OCC(=O)N(C3CCOCC3)[C@@H]2CO)cc1	16.7%[86.2 µM]
COC(=O)/C(C#N)=C/c1ccc(-c2c(Cl)cc(Cl)cc2Cl)o1	22.6%
O=C([C@@H]1C[C@@H](O)[C@H](O)[C@@H]2NC(=S)N(c3ccc4c(c3)OCO4)[C@@H]21)N1CCOCC1	-27.0%[86.2 µM]
Cn1c(SCC(=O)N2CCOCC2)nnc1-c1ccco1	14.8%
COc1ccc(S(=O)(=O)N2CCc3nn(CC4CC4)c(=O)n3CC2)cc1Cl	52.3%[activator]
CCCCNC(=O)c1cc(-c2ccccc2)nc2ccccc12	-11.5%
COc1ccc(CN2CCC(C(O)(c3ccccc3)c3ccccc3)CC2)c(OC)c1	-0.4%
COc1ccc(-c2onc(C)c2C(=O)NCc2ccccc2)cc1	-17.6%
Cc1cnc(C2CCN(C(=O)OC(C)(C)C)CC2)[nH]1	15.9%[149 µM]
CCC1(N2CCN(S(=O)(=O)c3ccc(Cl)s3)CC2)CCN(S(C)(=O)=O)C1 (stereo not given)	-17.4%
Cc1cc(C(=O)COC(=O)c2ccccn2)c(C)n1Cc1ccccc1	1.1%
COc1cccc2[nH]c(C(=O)NCCCc3nnc4ccccn34)cc12	?
CN1N=C(C(=O)N2CCC(CCC(=O)Nc3ccc4c(c3)OCCO4)CC2)CCC1=O	20.6%
Cn1ncc2c(C(=O)N3CCCC3)cc(C(C)(C)C)nc21	-20.0%[149 µM]
CCc1[nH]c(C(=O)O)c(C)c1C(=O)OC	31.0%[activator]
N#Cc1cccnc1NCCNc1cnc2ccccc2n1	?
Cc1cc(N2CCCCC2)nc2ccc(NC(=O)/C=C/c3ccc(OCCC(C)C)cc3)cc12	-8.0%
Cc1cccc(Nc2nc(NCc3ccc(Cl)cc3)nc(N)c2[N+](=O)[O-])c1	13.5%
CN(C(=O)Cn1nc2n(c1=O)CCCCC2)C1CCCCC1	-20.2%
CCCCc1ccc(NC(=O)N2CCNC(=O)C2CC(=O)Nc2ccsc2C(=O)OC)cc1 (stereo not given)	-5.2%
COC(=O)C1=C(C)N=C2SCCC(=O)N2C1c1ccc(C(C)(C)C)cc1 (stereo not given)	6.9%
Cc1nc2cc(N3CCC(C(=O)NCCC4=CCCCC4)CC3)cnc2nc1C	-11.7%
COc1ccc(OC)c(NC(=O)COC(=O)c2ccc(Cl)c(S(=O)(=O)N3CCCC3)c2)c1	-0.8%
O=C(NCCc1coc(-c2ccc(F)cc2)n1)Nc1ccc(F)cc1	10.2%
CCCn1c(COc2cccc(C)c2)nc2ccccc21	-10.7%
COc1ccc(CCC(=O)N2CCC3(CC2)NC(=O)N(c2cccc(F)c2)N3)cc1	-4.7%
Cn1cccc1C(=O)N1CCCC(n2cc(-c3nc(-c4ccccc4)no3)nn2)C1 (stereo not given)	-5.1%
CNS(=O)(=O)c1ccc(Oc2ccc3c(C(C)C)cc(=O)oc3c2)c([N+](=O)[O-])c1	i
CCN(CC)S(=O)(=O)c1ccc(NC(=O)COc2ccc3c(C)c(C)c(=O)oc3c2)cc1	-16.9%
CNC(=O)CNC(=O)c1n[nH]c(=O)c2ccccc12	9.8%
COc1ncccc1-c1cc2c(ccn2Cc2ccncc2)c(N2CCOCC2)n1	7.94µM*
CC(C)(C)C(=O)COC(=O)c1ccccc1Br	17.5%
Cc1nc(C(C)C)sc1C(=O)N1CCC(Cc2ccc(C(=O)O)cc2)C1 (stereo not given)	21.3%
CCC1CCCCN1S(=O)(=O)c1ccc2c(c1)c(=O)n(CC(=O)N1CCCC1)c(=O)n2C (stereo not given)	4.9%
O=S(=O)(Nc1nc2n(n1)C(c1ccccc1)C=C(c1ccc(Cl)cc1)N2)c1ccccc1 (stereo not given)	22.0%
CC(C)OC(=O)c1ccc(NC(=O)CCc2ncc(-c3ccc(F)cc3F)o2)cc1	16.8%
O=C(NCCc1ccccc1)C1CC(=O)N(c2n[nH]c3ccccc23)C1 (stereo not given)	?
Cc1cc(Nc2cccc([N+](=O)[O-])c2)nc2ccccc12	20.8%
The results go on:
SMILES	KDM5B inhibitor
Cc1ccc(C(=O)N2CCCN(Cc3ccncc3)C(c3ccccc3)CC(=O)NCC2)cn1 (stereo not given)	5.7%
CCc1noc(-c2cn(C3CCN(C(=O)c4ccc(C)cc4)C3)nn2)n1 (stereo not given)	14.9%
Cc1ccc(NC(=O)COCc2cc(-c3ccc(F)cc3)on2)cc1Cl	6.4%
COc1ccc(/C=N/NC(=O)C(O)(CC(C)C)CC(C)C)cc1	10.1%
CCc1nn(-c2ccc(OC)cc2)c(Oc2ccccc2F)c1CCC(=O)NCC1CC1	24.2%
Cc1[nH]c2ccc(F)cc2c1CC(=O)N1CCCC1	-12.5%
Nc1nc(C2CC(N)C2)cc(N2CCN(C3CCCC3)C(=O)C2)n1 (stereo not given)	-6.5%
Cc1ccc(NC(=O)CCn2nc(-c3ccccc3)c3ccccc3c2=O)cc1	17.1%
CC[C@@H](NC(C)=O)C(=O)N1CCOc2c(cc(-c3cccs3)cc2OC)C1	?
Cc1cc(NC(=O)COc2ccc3ccccc3c2)no1	17.8%
CCc1cnc(N)nc1N1CCC(Oc2ccc(F)cc2)CC1	-28.4%
CN1C(=O)CCC(CCC(=O)O)(c2ccccc2O)C1=O (stereo not given)	40.2%
Cc1cc(C)c2oc(=O)cc(CN3CCOCC3)c2c1	-3.6%
CC[C@H]1CN(S(=O)(=O)c2c(C)noc2C)CC[C@H]1CC(=O)NCc1ccco1	-16.4%[86.2 µM]
Fc1ccccc1N1CCN(c2ncc3c(n2)CCN(Cc2cc(Br)cs2)C3)CC1	?
CCC(C(=O)Nc1c(C)cc(C)cc1C)n1c2ccccc2c2nc(=O)cc(C)n21 (stereo not given)	-17.1%
c1coc(-c2nc(-c3cccs3)no2)c1	-16.0%
O=C1/C(=C/c2cccs2)Oc2cc(O)ccc21	12.4%&-11.1%
O=C(Cn1cc([N+](=O)[O-])cn1)NCc1ccccc1Cl	-5.3%

The list is partial; count on the stated rates, not on these rows.
